# Assay outcomes from PubChem BioAssay.
# PDI inh: PDI (human) enzyme inhibition; 0.052% of 350,000 active; AID 588391; PDI insulin aggregation turbidity, A650, 90 min; inhibition, % at 10 µM;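 active = mean inhibition across replicates of 30% or more, whatever share of single replicates reach that level; inconclusive = mean inhibition below 30% while every single replicate reaches 30%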;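 also: absorbance from insulin aggregation driven by PDI reduction with DTT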
# m5-HT2A agonist: mouse HTR2A agonism via beta-arrestin recruitment; CHO-K1 mHTR2A beta-arrestin complementation, luminescence; percent of 30 µM serotonin response; 0.66% of 360,000 active; P35363; activation, % at 7.6 µM; AID 624169;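 active = activation above a run cutoff, the mean activation of all tested compounds plus 3 SD, cut at about 14% in these data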;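 also: 0% = plate median of compound wells and 100% = 30 µM serotonin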
# CaV13 FRET inh: Primary screen for inhibitors of IQ motif and Ca2+-dependent inactivation inhibitor domain binding in CACNA1D, Förster resonance energy transfer in living cells, …; AID 743397; inhibition, % at 12.3 µM; HEK cells, CFP/YFP FRET ICDI-IQ, plate reader, 10 min; percent FRET-ratio fall versus neutral wells; 0.098% of 340,000 active;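 active = mean replicate inhibition of at least 30% and at least 1% of replicates passing that level; inconclusive = only one of the two criteria is met; inactive = neither criterion is met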;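 also: 0% = median of the neutral control wells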
# MC4R barr agon: agonists of human melanocortin 4 receptor (MC4R) beta-arrestin; P32245; 0.98% of 360,000 active; activation, % at 8.9 µM; U2OS MC4R beta-arrestin complementation, luminescence; percent of melanotan II response, DMSO zero;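 active = activation above a per-plate cutoff, the mean activation of sample wells on that plate plus 3 SD, cut at about 8% in these data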
# aDG glyco act: increases alpha dystroglycan glycosylation; Pro5-aDG cells, alpha-DG glycosylation AlphaScreen (IIH6); 0% Pro5, 100% B10-LARGE cell signal; 0.22% of 360,000 active; activation, % at 10 µM;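 active = activation of at least 8% versus controls, or a plate z-score of at least 8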;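 also: Pro5 are CHO cells carrying HIG-tagged alpha-DG that lacks glycosylation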
# H9c2 protect: myocardial damage modulation in H9c2 cells; 0.63% of 360,000 active; H9c2 cardiomyocytes, H2O2 injury protection, ATPLite, 2 h; protection from H2O2 cell death, % at 20 µM; AID 588492;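 active = compounds giving at least 50% protection of heart cells from peroxide-induced death in the single-dose screen, raw or plate-pattern-corrected value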;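 also: 0% = DMSO wells with peroxide and 100% = DMSO wells without peroxide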
# ABCB6 inh 2: blocks the human ABCB6 transporter. 0.19% of 360,000 active. fluorescence ratio to DMSO, % at 10 µM. Q9NP58. K562-ABCB6 porphyrin accumulation, flow cytometry, 1 h; active compounds read low;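 active = fluorescence ratio to DMSO below 75%, the collection mean minus 3 SD; inconclusive = too few cells collected in the well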;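 also: signal is porphyrin accumulated inside mitochondria; 100% equals median channel fluorescence of DMSO control wells; lower ratio means ABCB6 inhibition with less porphyrin fluorescence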
# Target sequence (Q9NP58 whole entry, looked up): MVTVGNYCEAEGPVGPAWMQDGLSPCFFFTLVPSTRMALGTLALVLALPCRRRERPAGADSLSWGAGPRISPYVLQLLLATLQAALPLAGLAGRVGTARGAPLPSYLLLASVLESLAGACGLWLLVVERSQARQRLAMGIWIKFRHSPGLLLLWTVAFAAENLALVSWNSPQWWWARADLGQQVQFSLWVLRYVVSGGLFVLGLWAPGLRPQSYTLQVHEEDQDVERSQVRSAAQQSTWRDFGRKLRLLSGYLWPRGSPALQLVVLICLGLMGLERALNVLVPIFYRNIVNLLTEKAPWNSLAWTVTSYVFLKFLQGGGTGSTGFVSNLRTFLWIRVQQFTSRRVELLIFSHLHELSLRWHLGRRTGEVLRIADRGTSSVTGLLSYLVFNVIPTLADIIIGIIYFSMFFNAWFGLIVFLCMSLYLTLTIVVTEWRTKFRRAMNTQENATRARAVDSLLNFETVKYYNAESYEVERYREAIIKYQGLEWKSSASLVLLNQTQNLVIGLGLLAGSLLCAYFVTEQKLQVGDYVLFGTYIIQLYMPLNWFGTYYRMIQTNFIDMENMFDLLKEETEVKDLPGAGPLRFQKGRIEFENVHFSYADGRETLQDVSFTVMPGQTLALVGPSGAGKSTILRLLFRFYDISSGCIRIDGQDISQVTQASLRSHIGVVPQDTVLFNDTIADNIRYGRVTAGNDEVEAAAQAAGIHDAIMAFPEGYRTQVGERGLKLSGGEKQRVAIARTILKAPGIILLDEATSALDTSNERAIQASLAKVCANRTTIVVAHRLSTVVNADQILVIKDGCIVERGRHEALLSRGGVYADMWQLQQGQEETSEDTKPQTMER
# Glyco luc inh: blocks N-linked glycosylation in D54 reporter cells | D54 ERlucT glycosylation luciferase reporter, 24 h; percent of 100 nM tunicamycin response | reporter increase, % at 12.5 µM | 0.23% of 360,000 active | AID 588692;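 active = mean luciferase reporter signal, scaled so untreated is 0 and the glycosylation-blocking control 100, at or above a set limit in every replicate; inconclusive = mean reaches the limit but not every replicate does; inactive = mean below the limit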;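 also: luciferase carries N-glycosylation sites so blocking glycosylation raises the light; 0% = median of neutral control wells and 100% = median of 100 nM tunicamycin wells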
# Vif inh: inhibitors of HIV Vif. HEK293T cells, Vif self-association by quenched fluorescence, imaging, 24 h. inhibition, % at 7.49 µM. 0.35% of 340,000 active; in the data active = inhibition above about 50%, passing the limit was not always enough; inconclusive = no clear call, values can overlap the other calls; inactive = below about 31%; also: some results filed as inactive read as strong as hits
# MC4R antagonist: human MC4R antagonism in cAMP assay. P32245. MC4R-expressing cells, MTII-stimulated cAMP, LANCE TR-FRET. inhibition, % at 6.5 µM. 0.48% of 360,000 active. AID 540295;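 active = inhibition above its plate's cutoff, the mean of tested wells on that plate plus 3 SD, cut at about 29% in these data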;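 also: 0% = Melanotan II alone and 100% = Melanotan II plus saturating MCL0020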
#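 System: U2OS-MC4R stable cell line; Technique: Eu-cAMP/anti-cAMP TR-FRET, emission 671 nm; Repeats: single well per compound; Also added: Melanotan II; Dosing: one concentration, 6.5 µM nominal; Schedule: 30-min compound, 1-h challenge, 1-h detection, room temperature.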
# An asterisk follows results filed as active; ? = inconclusive; . = not tested or not shown.
1. COc1cccc(/C=C(\C#N)C(=O)NC2CCS(=O)(=O)C2)c1 (stereo unspecified)
2. Cc1nn(-c2ccccc2)nc1CNC(=O)c1ncoc1-c1ccccc1
3. O=C1c2ccccc2C(Nc2ccc(S(=O)(=O)N3CCOCC3)cc2)N1Cc1ccco1 (stereo unspecified)
4. O=C(Nc1ccc2c(c1)OCCO2)C(=O)NC1CC1
5. Cc1ccc(NC(=O)CSc2sc3c(O)cc(=O)[nH]c3c2C#N)cc1C
6. COc1ccc(CN2CCN(C)CC2)cc1OCc1ccccc1
7. O=C1c2ccccc2S(=O)(=O)c2cc(C(=O)N3CCC(O)CC3)ccc21
8. COc1ccc(C2c3ccc(O)cc3Oc3ncn4nc(-c5cccnc5)nc4c32)cc1OC (stereo unspecified)
9. Cc1cc(C)n2c(SCc3ccc(Br)cc3)nnc2n1
10. COc1ccc(-c2coc3c(C(=O)Nc4cc(OC)c(OC)c(OC)c4)cccc23)c(C)c1
Compound,1,2,3,4,5,6,7,8,9,10
PDI inh,-26,5,.,-1,-9,1,5,41*,1,-35
m5-HT2A agonist,-1,6,-3,-7,3,-2,5,-1,-4,3
CaV13 FRET inh,-5,-4,?,-3,-7,-8,-12,-3,-5,-5
MC4R barr agon,3.5,-0.8,-0.2,1.2,1.1,-0.1,1.4,0.4,0.2,0.0
aDG glyco act,0.2,0.0,0.2,0.1,-0.1,-0.3,-0.2,-0.2,0.0,1.2
H9c2 protect,8,-11,3,-13,-1,3,13,42,-3,-7
ABCB6 inh 2,99,97,98,101,98,93,106,99,107,91
Glyco luc inh,4,-1,2,-10,0,2,3,-1,0,-11
Vif inh,5,2,24,2,-2,2,7,3,4,-12
MC4R antagonist,9,11,2,9,8,4,1,-13,-3,-2

# Reformatted with bars between the fields: part of the list above
item | canonical_smiles | PDI inh | m5-HT2A agonist | CaV13 FRET inh | MC4R barr agon | aDG glyco act | H9c2 protect | ABCB6 inh 2 | Glyco luc inh | Vif inh | MC4R antagonist
2 | Cc1nn(-c2ccccc2)nc1CNC(=O)c1ncoc1-c1ccccc1 | 5 | 6 | -4 | -0.8 | 0.0 | -11 | 97 | -1 | 2 | 11
10 | COc1ccc(-c2coc3c(C(=O)Nc4cc(OC)c(OC)c(OC)c4)cccc23)c(C)c1 | -35 | 3 | -5 | 0.0 | 1.2 | -7 | 91 | -11 | -12 | -2
6 | COc1ccc(CN2CCN(C)CC2)cc1OCc1ccccc1 | 1 | -2 | -8 | -0.1 | -0.3 | 3 | 93 | 2 | 2 | 4
1 | COc1cccc(/C=C(\C#N)C(=O)NC2CCS(=O)(=O)C2)c1 (stereo unspecified) | -26 | -1 | -5 | 3.5 | 0.2 | 8 | 99 | 4 | 5 | 9

# New compounds follow:
11. COc1ccc2c(C)cc(=O)[nH]c2c1
12. CCOC(=O)N1CCN(C(=O)CN2C(=O)COc3ccc(C(C)(C)C)cc32)CC1
13. COc1ccc(C(=O)N/C(=C\c2cn(S(=O)(=O)N(C)C)c3ccccc23)C(=O)N2CCCC2)cc1
14. C[C@H](N)C(=O)NC[C@H]1O[C@@H](n2cnc3c(N)ncnc32)[C@H](O)[C@@H]1O
15. Cc1ccccc1NC(=O)CN(c1ccc(F)cc1)S(C)(=O)=O
16. CCOC(=O)N1CCC(N(CCN(C)C)C(=S)Nc2cc(Cl)ccc2C)CC1
17. CC12CCC(C(=O)Nc3ccccc3Br)(C/C1=N\O)C2(C)C (stereo unspecified)
18. CCN(CC)c1ccc(/C=C2\C(=O)c3ccc(C(=O)O)cc3C2=O)cc1
19. O=C(NC1CCCCCC1)c1ccc(Br)o1
20. CCOC(=O)C1=C(c2ccccc2)Nc2ncnn2C1c1cc(OC)ccc1OC (stereo unspecified)
Compound,11,12,13,14,15,16,17,18,19,20
PDI inh,-1,-9,0,-5,0,-2,-8,-1,6,3
m5-HT2A agonist,6,3,-4,-1,3,1,-1,-1,7,1
CaV13 FRET inh,-4,-7,-10,-6,-4,-4,-3,-9,-3,.
MC4R barr agon,0.5,-2.0,-2.1,-2.6,0.3,-0.2,0.8,-3.9,-2.8,0.8
aDG glyco act,0.6,0.1,-0.3,-0.1,-0.1,0.1,0.1,0.0,-0.1,0.0
H9c2 protect,-2,4,5,-8,4,0,1,-16,1,5
ABCB6 inh 2,101,93,94,95,86,97,97,248,92,99
Glyco luc inh,0,0,-2,-1,-1,1,0,-1,-3,-4
Vif inh,-11,8,.,.,5,-4,3,0,-13,.
MC4R antagonist,0,6,-2,3,-2,7,7,12,14,-1

21. Nc1ccccc1SC(CC(=O)c1ccccc1)c1cccc([N+](=O)[O-])c1 (stereo unspecified)
22. O=C1CCCN2N=C(SCC(=O)Nc3ccc(F)cc3F)SC2=N1
23. COc1ccccc1CN1C(=O)CN(C2CCCCCC2)C(=O)C1c1ccc(F)cc1 (stereo unspecified)
24. O=S(=O)(c1ccccc1)c1nc(-c2ccccc2)oc1N1CCOCC1
25. S=C(NCc1ccccc1)N1CCN(Cc2ccc3c(c2)OCO3)CC1
26. COc1ccc2[nH]cc(CCNC(=O)C3CC(=O)N(c4ccc(Cl)cc4)C3)c2c1 (stereo unspecified)
27. CC(C)OCCCNC(=O)c1cc2c(=O)n(C)c3ccccc3c2n1C
28. O=C(N[C@@H](Cc1ccccc1)c1nc2ccccc2[nH]1)c1cc([N+](=O)[O-])ccc1Cl
29. CC(NC(=O)CN1C(=O)NC2(CCc3ccccc32)C1=O)c1ccccc1 (stereo unspecified)
30. CCCC(=O)N1CCN(c2ccc(NC(=O)c3cccs3)cc2)CC1
Compound,21,22,23,24,25,26,27,28,29,30
PDI inh,56*,-6,2,-6,0,2,.,-4,3,-2
m5-HT2A agonist,4,-1,-5,1,13,16*,1,4,10,-2
CaV13 FRET inh,-6,-2,-9,-2,-5,-8,-2,-5,-2,-2
MC4R barr agon,-0.8,0.4,-2.5,1.0,2.8,-1.0,-1.1,0.8,-4.2,-3.5
aDG glyco act,0.0,0.1,0.2,-0.1,0.1,-0.1,-0.1,-0.5,0.0,0.1
H9c2 protect,-15,-4,7,-2,-9,2,27,2,-3,5
ABCB6 inh 2,96,105,102,97,98,95,99,95,98,94
Glyco luc inh,6,6,0,1,0,2,4,1,2,-3
Vif inh,16,1,-3,-6,9,4,-4,3,1,-3
MC4R antagonist,-6,3,5,2,-2,2,2,3,-4,18

31. O=C1C(=O)C(Cl)=C(Cl)C(Cl)=C1Cl
32. CC(NC(=O)c1cccs1)C1CCCO1 (stereo unspecified)
33. CSc1ccc(C2Nc3cccc4cccc(c34)N2)cc1
34. Cc1ccc(S(=O)(=O)N/N=C/c2cccc3nccnc23)cc1
35. CC(C)C(=O)Nc1nnc(CCc2ccccc2)s1
36. CC(OC(=O)c1ccc2c(c1)OCCO2)C(=O)NC1CCCCC1C (stereo unspecified)
37. NC(=O)c1cccnc1Oc1ccccc1
38. Cc1ccc(S(=O)(=O)n2c(N)nc3ccccc32)cc1
39. COc1ccc(NC(=O)c2cccc(Cn3cc(Br)cn3)c2)cn1
40. CCCCCn1c(CN2CCN(C(=O)OCC)CC2)nc2c1c(=O)n(C)c(=O)n2C
Compound,31,32,33,34,35,36,37,38,39,40
PDI inh,.,-2,-1,-3,-4,-5,12,-3,-7,-8
m5-HT2A agonist,-1,12,-4,3,2,0,0,-6,0,5
CaV13 FRET inh,.,3,-2,-15,-3,-5,-3,-5,-5,-7
MC4R barr agon,.,-1.3,-3.0,0.2,-0.8,-0.5,0.1,0.1,0.7,-3.6
aDG glyco act,0.2,-0.1,0.0,-0.1,0.2,0.0,0.0,0.0,-0.1,0.1
H9c2 protect,5,4,-4,-1,-5,-3,1,-6,5,8
ABCB6 inh 2,98,97,126,91,96,92,96,101,100,98
Glyco luc inh,1,1,4,2,-1,-2,1,-2,-1,4
Vif inh,.,0,-5,1,.,17,1,6,1,-3
MC4R antagonist,.,4,7,8,-1,-6,-8,20,1,8

41. COc1ccc(NC(=O)C/C(C)=N/NC(=O)C(=O)NC(C)C)c(OC)c1
42. Cc1ccc2[nH]c(C(=O)N/N=C/c3ccccc3C(=O)O)c(-c3ccccc3)c2c1
43. CCCc1nnc(NC(=O)CCC(=O)NCc2ccc(Cl)cc2Cl)s1
44. Cc1[nH]n(C(C)(C)C)c(=O)c1Sc1ccccc1
45. O=C(Cc1ccccc1)NCCC1=CCCCC1
46. COc1ccc(C(=O)C2CCCN(C(=O)c3noc4c3CCCC4)C2)cc1F (stereo unspecified)
47. CCC(=O)Oc1ccc2c(c1)O/C(=C\c1ccco1)C2=O
48. Cc1cc(C)nc(N2CCC(C(=O)NCCc3ccccc3)CC2)n1
49. CN(CC(=O)Nc1ccc(Cl)c(Cl)c1)C(=O)C1CCCC1
50. O=C(NCCN1CCOCC1)c1cc2cc([N+](=O)[O-])ccc2s1
Compound,41,42,43,44,45,46,47,48,49,50
PDI inh,-3,-4,2,7,-8,8,-4,4,8,13
m5-HT2A agonist,0,1,2,14,2,1,-1,-2,-5,2
CaV13 FRET inh,-4,-11,-3,-5,6,-6,-30,-6,-3,-7
MC4R barr agon,-2.1,-1.3,-2.3,-1.6,-2.3,-0.1,-0.1,0.7,0.7,-1.6
aDG glyco act,-0.4,0.0,0.0,-0.1,0.2,0.6,0.0,0.1,0.2,-0.3
H9c2 protect,-4,2,6,4,8,-6,0,-1,-2,-5
ABCB6 inh 2,101,99,97,100,100,97,148,93,98,98
Glyco luc inh,-1,1,2,0,0,1,1,2,0,-1
Vif inh,-4,0,11,17,-9,3,-3,-1,.,3
MC4R antagonist,26,-15,3,4,0,-6,-11,1,6,1

51. Cc1ccc(S(=O)(=O)N(C)c2ccc(OCC(=O)Nc3nnc(C4CC4)s3)cc2)cc1
52. CCOC(=O)c1[nH]c(C)c(C(=O)OCC(=O)N(C)C2CCS(=O)(=O)C2)c1C (stereo unspecified)
53. CCCCC(=O)Nc1sc2c(c1C(N)=O)CCC2
54. Cc1cc(F)c(F)c(C(=O)N2CCOCC2)c1
55. O=C(O)/C(=C/c1ccco1)NC(=O)c1ccc(Br)o1
56. COc1ccc(CCNC(=O)C(C(=O)c2ccc(F)cc2)n2ccccc2=O)cc1OC (stereo unspecified)
Compound,51,52,53,54,55,56
PDI inh,-5,1,11,2,-5,11
m5-HT2A agonist,-8,3,4,1,6,-1
CaV13 FRET inh,-7,-6,-5,.,-21,-5
MC4R barr agon,-4.8,8.3*,-0.6,-1.8,-0.9,-2.9
aDG glyco act,-0.5,2.4,0.1,0.1,0.0,-0.2
H9c2 protect,-10,0,3,8,4,-15
ABCB6 inh 2,106,96,106,94,99,96
Glyco luc inh,1,0,2,1,3,1
Vif inh,-4,-2,-5,7,-5,5
MC4R antagonist,8,7,-7,-3,-5,0
